ST2 inh: inhibitors of human ST2 (IL1RL1) binding to IL-33, primary screen, biochemical, AlphaLISA. Interleukin-1 receptor-like 1 (Homo sapiens), Q01638. AlphaLISA ST2-Fc/biotin-IL-33 interaction, 1 h. inhibition, % for hits at 17 µM. actives 2.3% (n = 78,000). AID 1259354, 2018; in the data active means inhibition above about 30%; inconclusive means mostly about 10% to 28%
Target sequence (Q01638 whole entry, looked up): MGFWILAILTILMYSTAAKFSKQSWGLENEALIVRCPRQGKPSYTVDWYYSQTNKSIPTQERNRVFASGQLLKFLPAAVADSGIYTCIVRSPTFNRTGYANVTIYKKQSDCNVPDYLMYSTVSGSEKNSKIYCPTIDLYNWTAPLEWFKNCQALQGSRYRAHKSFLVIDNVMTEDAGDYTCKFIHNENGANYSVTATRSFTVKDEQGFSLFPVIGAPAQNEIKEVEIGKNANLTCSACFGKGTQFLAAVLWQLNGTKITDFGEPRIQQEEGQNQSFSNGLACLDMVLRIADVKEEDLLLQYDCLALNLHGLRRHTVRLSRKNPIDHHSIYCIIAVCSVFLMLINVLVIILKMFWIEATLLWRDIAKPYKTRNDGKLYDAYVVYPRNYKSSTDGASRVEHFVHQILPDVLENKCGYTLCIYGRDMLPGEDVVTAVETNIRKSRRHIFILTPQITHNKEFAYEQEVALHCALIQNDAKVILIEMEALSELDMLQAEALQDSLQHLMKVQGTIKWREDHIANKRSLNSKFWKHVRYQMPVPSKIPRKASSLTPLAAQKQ
Starred values were filed as active, the others as inactive; i = inactive; ? = inconclusive. These rows are one share of the data, so the mix of outcomes need not match the whole.

The first three records as a preview:
# | Molecule | ST2 inh
1 | NC(=O)c1c(NC(=O)c2cc3ccccc3o2)sc2c1CCCC2 | ?
2 | Cc1ccc(OC(C)C(=O)Nc2sc3c(c2C(N)=O)CCCC3)cc1C (stereo not given) | i
3 | CN1C(N)=NC(=O)/C1=C/c1cc(Br)c(O)c(Br)c1 | i

All compounds of this part, from the first entry:
# | Molecule | ST2 inh
1 | NC(=O)c1c(NC(=O)c2cc3ccccc3o2)sc2c1CCCC2 | ?
2 | Cc1ccc(OC(C)C(=O)Nc2sc3c(c2C(N)=O)CCCC3)cc1C (stereo not given) | i
3 | CN1C(N)=NC(=O)/C1=C/c1cc(Br)c(O)c(Br)c1 | i
4 | CC(=O)c1c(C)oc2ccc(N(C(C)=O)S(=O)(=O)c3ccc(C(C)(C)C)cc3)cc12 | ?
5 | Cc1ccc(S(=O)(=O)n2cnc3ccccc32)cc1C | i
6 | Cc1ccc(-n2ccnc2-c2ccncc2)cc1O | i
7 | Cc1nc2ncnn2c(C)c1Cc1c(F)cccc1Cl | i
8 | N#Cc1c(-c2ccccc2)no[n+]1[O-] | ?
9 | COc1ccc(C(=O)Oc2cccc3cccnc23)cc1Br | i
10 | Cc1ccc(-c2noc(C(C)NC3CCSCC3)n2)cc1 (stereo not given) | i
11 | O=C(Cn1c(=O)[nH]c2ccsc2c1=O)N1CCN(c2ccc(F)cc2)CC1 | i
12 | O=C(CCc1ccncc1)N1CCC2(CCCN(Cc3ccc(F)c(F)c3)C2)C1 (stereo not given) | ?
13 | O=C(Nc1ccsc1)N[C@H]1C[C@H]2C(=O)NC[C@@H](CCC(=O)N3CCN(c4ccccn4)CC3)N2C1 | 52.0%*
14 | CCCCC(=O)Nc1ccc(C)cc1NC(=O)c1cc2ccccn2n1 | i
15 | CCCCN(CC)C(=O)C1c2ccccc2C(=O)N2CCc3cc(OCC)c(OCC)cc3C12 (stereo not given) | i
16 | CS(=O)(=O)NCCn1ccc2ccccc21 | i
17 | N#Cc1cccc(CN2CC[C@H](c3nnc(-c4ccccc4)o3)C2)c1 | i
18 | Clc1ccc(C2Oc3ccccc3C3=C2C(c2ccccc2)n2ncnc2N3)cc1 (stereo not given) | i
19 | Cc1ccccc1NC(=O)COc1ccc([N+](=O)[O-])cc1 | i
20 | Cc1cccc(N2CCN(Cc3cc4c(cc3[N+](=O)[O-])OCO4)CC2)c1C | 37.0%*
21 | COc1ccc(Cl)cc1NC(=O)CCC1CCCN(C(=O)c2cc(C)on2)C1 (stereo not given) | ?
22 | COc1ccc(Cl)cc1NC(=O)CCC1CCCN(C(=O)CCc2scnc2C)C1 (stereo not given) | i
23 | COc1ccc(COC(=O)C2=C(C)NC(=O)NC2c2ccc(N(C)C)cc2)cc1 (stereo not given) | ?
24 | CC1=C[C@@H](CNC(=O)Nc2ccc(Cl)cc2)[C@H](C(C)C)C[C@H]1CC(=O)N(C)Cc1cccnc1 | ?
25 | O=C(CCS(=O)(=O)c1cccs1)NC1CCCCCC1 | i
26 | CC(C)=CCn1c(N2CCN(C)CC2)nc2c1c(=O)[nH]c(=O)n2C | i
27 | CCCCNC(=O)c1cc2cc3cc(OC)ccc3nc2o1 | ?
28 | COc1ccc(-c2nc3c(=O)n(C)c4ccccc4c3o2)cc1 | i
29 | COc1ccc(CN2CCN(Cc3cccc([N+](=O)[O-])c3)CC2)cc1 | ?
30 | COc1ccc(CC2CN(Cc3cccn3-c3ncccn3)CCO2)cc1 (stereo not given) | i

Reformatted: 3 of the compounds above
24. CC1=C[C@@H](CNC(=O)Nc2ccc(Cl)cc2)[C@H](C(C)C)C[C@H]1CC(=O)N(C)Cc1cccnc1
  ST2 inh: ?

25. O=C(CCS(=O)(=O)c1cccs1)NC1CCCCCC1
  ST2 inh: i

26. CC(C)=CCn1c(N2CCN(C)CC2)nc2c1c(=O)[nH]c(=O)n2C
  ST2 inh: i

Next records
# | Molecule | ST2 inh
31 | Cc1ccccc1Cn1c(N)nc2ccccc21 | i
32 | O=[N+]([O-])CC(SCCO)c1ccc(O)cc1 (stereo not given) | i
33 | COc1ccc(N(CC(=O)N2CCC(Cc3ccccc3)CC2)S(C)(=O)=O)cc1 | ?
34 | CC1CCN(CN2CC(Cn3c4ccccc4c4ccccc43)OC2=O)CC1 (stereo not given) | i
35 | C=CCN(C(=O)CCS(=O)(=O)c1cccc2nonc12)c1ccccc1 | i
36 | CC(C)c1ccc(OCC(O)CN2CCCCC2)cc1 (stereo not given) | i
37 | Cc1ccc2nc(-c3cccc(N=Cc4cccc([N+](=O)[O-])c4O)c3)oc2c1 | i
38 | Cc1cc(C(=O)N2CCCC(c3ccn[nH]3)C2)n[nH]1 (stereo not given) | ?
39 | Cc1c(Cl)ccc2c1=NC(=O)C=2c1sc(Nc2ccc(Br)cc2)nc1O | i
40 | O=C(NCc1cccnc1)NC1(C(F)(F)F)Oc2ccc(Cl)cc2O1 (stereo not given) | i
41 | Cc1ccc(NC(=O)NCC2CCCN(Cc3nccn3C)C2)cc1 (stereo not given) | ?
42 | Cc1cccc(-c2noc(CN(C)C(=O)c3ccc4nc(C)[nH]c4c3)n2)c1 | i
43 | Cc1ccc(Nc2nc(O)c(C3=c4cc(Br)ccc4=NC3=O)s2)cc1C | ?
44 | CCC1CCCCN1C(=O)CSc1nc2c(c(=O)n1-c1ccc(F)cc1)SCC2 (stereo not given) | i
45 | Cc1ccc(-c2nc(C#N)c(N(C)C)o2)cc1 | ?
46 | N#Cc1ccc(Oc2ccc(C(=O)O)cc2)cc1 | i
47 | COc1cc2c(cc1OC)-c1nnc(-c3ccco3)n1C(C)(C)C2 | i
48 | CCS(=O)(=O)N1CCN(c2cc(-c3cccc(F)c3)ncn2)CC1 | i
49 | CCc1nc(C)c(C(=O)N2CCCC(c3[nH]ncc3-c3ccc(C)cc3)C2)o1 (stereo not given) | ?
50 | COc1cc(C(=O)N2CCC3(CC2)c2ccccc2[C@@H](N)[C@@H]3O)ccn1 | i
51 | COCCNC(=O)c1cc2cc3ccc(Cl)cc3nc2o1 | i
52 | CN(Cc1nc2ccc(F)cc2[nH]1)C(=O)C1CC(=O)Nc2ccc(F)cc21 (stereo not given) | ?
53 | Nc1ccc2c(c1)C(=O)N(CC1CCCO1)C2=O (stereo not given) | ?
54 | COC(=O)c1cn(C(C)C)cc(C(=O)N2CCOC(C(F)(F)F)C2)c1=O (stereo not given) | i
55 | CC(=O)NC1=NN(C(C)=O)C(C)(c2ccc3ccccc3c2)S1 (stereo not given) | ?
56 | Clc1ccccc1CN1CCSCC1 | i
57 | C=CCNc1ccccc1C(=O)N(C)Cc1ccc(CC)cn1 | i
58 | CC(=O)N1CCc2c(sc(NC(=O)COc3ccc(Cl)cc3)c2-c2nc3ccccc3s2)C1 | ?
59 | c1ccc(COC2CCCN(Cc3nc(-c4cnccn4)no3)C2)cc1 (stereo not given) | ?
60 | CSc1cccc(NC(=O)CCS(=O)(=O)c2cccc3nonc23)c1 | i
61 | Cc1ccccc1CN1CCC(N2CCN(CCO)CC2)CC1 | i
62 | CCN(CC)C(=O)C1CCCN(Cc2ccc(Cl)cc2Cl)C1 (stereo not given) | i
63 | Cc1ccccc1CN1C(=O)CSc2ccc(C(=O)NC3CC3)cc21 | i
64 | Clc1ccc(-n2ncnc2-c2cccnc2)cc1 | i
65 | CCCC(=O)N1c2ccccc2C(Nc2ccccc2)CC1C (stereo not given) | i
66 | Cc1ccc(N(CC(=O)Nc2ccc(C(N)=O)cc2)S(=O)(=O)c2ccc(F)cc2)cc1 | i
67 | CC(=O)NS(=O)(=O)c1ccc(NC(=O)C(Cl)Cl)cc1 | i
68 | CCOC(=O)C1=C(c2ccccc2)OC(N)=C(C#N)C1c1ccccc1F (stereo not given) | i
69 | Cc1c(O)ccc2c(=O)c(Oc3ccccc3)c(C(F)(F)F)oc12 | i
70 | Cc1nc2sc(C(c3ccccc3)N3CCN(c4ccc(F)cc4)CC3)c(O)n2n1 (stereo not given) | ?
71 | Cc1cc2ccccc2n1CCNC(=O)C1c2ccccc2Oc2ccccc21 | i
72 | O=C(Nc1ccc(F)c(Cl)c1)c1cc(-c2ccc3c(c2)OCO3)on1 | i
73 | CC(=O)Nc1ccc(S(=O)(=O)N2c3ccccc3Sc3ccccc32)cc1 | i
74 | CCn1c(SCC(=O)OC)nc2sc3c(c2c1=O)CCCC3 | i
75 | CN1CC2(CCCN(C(=O)CCc3cc(Cl)no3)C2)OC1=O (stereo not given) | ?
76 | O=C(c1cccc(Br)c1)N1CCN(C2=NS(=O)(=O)c3ccccc32)CC1 | ?
77 | Nc1ccc(C(=O)Nc2ccc(Oc3ccc(NC(=O)c4ccc(N)cc4)cc3)cc2)cc1 | i
78 | Cc1ccc(-c2cnc3ccccc3n2)cc1[N+](=O)[O-] | i
79 | CN(C)CC1(O)CCCN(C(=O)c2ccc(-n3ccnc3)cc2)CC1 (stereo not given) | i
80 | CC1CCC2(OC1)OC1CC3C4CC=C5CC(OC6OC(C)C(OC7OC(C)C(OC8OC(CO)C(O)C(O)C8O)C(O)C7O)C(O)C6OC6OC(C)C(O)C(O)C6O)CCC5(C)C4CCC3(C)C1(O)C2C (stereo not given) | i
81 | COc1ccc(Cl)cc1NC(=O)CSc1nc2ccccc2s1 | i
82 | CC(=O)Nc1c(C(N)=O)oc2ccc(Cl)cc12 | i
83 | CC(NC(=O)c1ccccc1F)c1nc2ccccc2[nH]1 (stereo not given) | i
84 | CC(C)NC(=O)N1C[C@@H]2C[C@H](C1)c1ccc(-c3ccccc3CN3CCOCC3)c(=O)n1C2 | i
85 | CC(=O)Nc1ccc(S(=O)(=O)N[C@H]2CO[C@H]3[C@@H]2OC[C@@H]3Nc2nccc(-c3cccs3)n2)cc1 | i
86 | O=C1CC(c2ccccc2)CC2=C1C(c1cccs1)Nc1ccccc1N2 (stereo not given) | ?
87 | Cc1ccccc1SCC(=O)N1CCCC2(CN(C)C(=O)O2)C1 (stereo not given) | i
88 | CCN1C(=O)C(O)(CC(=O)c2ccc([N+](=O)[O-])cc2)c2ccccc21 (stereo not given) | ?
89 | CC1=C(C(=O)OCc2ccccc2)C(c2cccc(F)c2)N2C(=O)CCSC2=N1 (stereo not given) | i
90 | COc1cc(O)c2c(=O)c(O[C@@H]3O[C@@H](CO)[C@H](O)[C@H]3O[C@@H]3O[C@@H](C)[C@H](O)[C@@H](O)[C@H]3O)c(-c3ccc(O)cc3)oc2c1 | i

Later entries
# | Molecule | ST2 inh
91 | Cc1ccc(C(=O)N2NC(c3ccccc3F)C3C(=O)N(c4ccc(C)cc4)C(=O)C32)cc1 (stereo not given) | i
92 | O=C(C1CCC1)N1CCc2cc(S(=O)(=O)NCc3ccccc3Cl)ccc21 | i
93 | Cc1ccc(Cl)cc1NC(=O)c1cc2c(=O)n3cccc(C)c3nc2s1 | i
94 | O=C1CCCN1C1CCN(Cc2cnc(N3CCOCC3)nc2)CC1 | i
95 | Cc1ccccc1NC(=O)c1cncc(Br)c1 | i
96 | O=C(NC1CC(=O)N(c2ccccc2)C1)c1cccc(Br)c1 (stereo not given) | i
97 | Cc1c(Cl)cccc1N1C(=O)C2C3C=CC(C3)C2C1=O (stereo not given) | i
98 | COc1ccc2oc(=O)c(C(=O)N3CCN(C/C=C/c4ccccc4)CC3)cc2c1 | i
99 | CCCCNC(=O)CSc1ncnc2nc[nH]c12 | i
100 | COc1cccc(NC(=O)C(=O)NC2CC2)c1 | i
101 | CCn1c(C2CCCN(C(=O)c3cc(C)n4nc(C)cc4n3)C2)nn(C)c1=O (stereo not given) | i
102 | CC(C)CNc1nc2c(c(=O)n(C)c(=O)n2C)n1Cc1c(F)cccc1Cl | i
103 | CC1CCCC(C)N1C(=O)c1nn2c(c1Cl)NC(c1ccco1)CC2C(F)(F)F (stereo not given) | i
104 | CC1(C)CC(=O)C2=C(C1)OC(N)=C(C#N)C2c1cccc([N+](=O)[O-])c1 (stereo not given) | i
105 | COc1cc(NC2CCCc3sc(C)nc32)ncn1 (stereo not given) | i
106 | Nc1nc2n(n1)C(c1ccc(F)cc1)CC(c1ccccc1)N2 (stereo not given) | i
107 | CN1C[C@@H]2CC[C@H](CC1=O)N2C(=O)c1nc2ccccc2[nH]c1=O | ?
108 | CC1CCC(N2CCN(c3ccccc3)CC2)C1 (stereo not given) | i
109 | COc1ccc(NC(=O)c2cc3cc(OC)ccc3oc2=N)cc1 | i
110 | COc1ccc(N2CC3=C(C2=O)C(c2ccccc2)NC(=O)N3C)cc1 (stereo not given) | i
111 | O=C(NCC1CCCO1)c1cc(=O)[nH]c2ccc(S(=O)(=O)N3CCCC3)cc12 (stereo not given) | i
112 | CC(=O)c1c(C)nc2c(C#N)c(C)n(-c3ccccc3)c2c1-c1ccccc1 | ?
113 | COc1ccc(S(=O)(=O)n2cnc3cc(C)c(C)cc32)cc1C | i
114 | CCOc1ccccc1NC(=O)c1ccc2c(c1)C(=O)N(CC)C2=O | i
115 | CC1(C)CC(=O)C2=C(C1)Nc1nc(SCCN3CCOCC3)[nH]c(=O)c1C2c1cccs1 (stereo not given) | i
116 | COc1nc(OC)nc(Oc2ccccc2)n1 | ?
117 | O=C(O)c1[nH]c2ccc(Cl)cc2c1CC(=O)N1CCN(C(=O)c2ccco2)CC1 | i
118 | COc1ccc(/C=C2\C(=O)N(c3ccccc3)N=C2C)cc1[N+](=O)[O-] | i
119 | COc1ccc(N2C(=O)C3C4CCC(C4)C3C2=O)cc1Cl (stereo not given) | i
120 | O=C(CN1CCN(Cc2ccc(F)cc2Cl)S1(=O)=O)Nc1ccccc1Cl | i

3 compounds already listed, arranged by molar mass, smallest number first:
# | Molecule | ST2 inh
116 | COc1nc(OC)nc(Oc2ccccc2)n1 | ?
113 | COc1ccc(S(=O)(=O)n2cnc3cc(C)c(C)cc32)cc1C | i
101 | CCn1c(C2CCCN(C(=O)c3cc(C)n4nc(C)cc4n3)C2)nn(C)c1=O (stereo not given) | i

(more compounds)
# | Molecule | ST2 inh
121 | CN1CCc2c(sc(NC(=O)c3ccco3)c2-c2nc3ccccc3s2)C1 | ?
122 | CCOc1ccccc1Nc1cc(C)nc2c(C)cccc12 | i
123 | COc1ccc(C=C2C(=O)OC(C)(C(C)(C)C)OC2=O)cc1 (stereo not given) | ?
124 | O=C(CCN1CCC(N2C(=O)Cc3ccccc32)CC1)Nc1nccs1 | i
125 | COc1ccc(C(=O)Nc2cccc(NC(=O)c3ccccc3Cl)c2)cc1[N+](=O)[O-] | i

Screening results from PubChem BioAssay.
